From PubChem BioAssay
HTT aggregate: mutant huntingtin aggregation inhibition; PC12 HttQ103-GFP aggregates, Acumen cytometry, 40 h; Potency, µM (highest dose often 46.1 µM), for inactives: top-dose activity change, negative = inhibition, hits mostly inhibitors; actives 1.1% (n = 220,000); AID 1688; further: on the % scale 0 is the no-effect control and ±100 the full control effect; nearly all actives have a fitted effect of over 60% in size
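Read-out: GFP aggregate count by laser scanning cytometer (488 nm excitation, 500-530 nm emission, 1–25 µm objects >6 SD above background). Cells: PC12, inducible HTTex1-Q103-GFP, 100 nM tebufenozide; compounds titrated.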
HTT ATP protect: cytoprotection in Huntington HTT-Q103 PC12 cell model; Potency, µM (series often up to 56.4 µM), for inactives: cytoprotection (ATP increase), most hits filed as activators; PC12 HTT-Q103 induced, cytoprotection, ATP luminescence, 40 h; actives 0.14% (n = 230,000);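 further: % of control where 0% means no effect; nearly all actives have a fitted effect of over 45% in size; toxic huntingtin expression switched on by the ecdysone agonist tebufenozide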
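Cells were plated at 1500 per well in phenol red-free DMEM with 5% equine and 5% calf serum. Tebufenozide (100 nM final) and compounds were added, then ATPlite reagent, and luminescence was read.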
aGlu spleen mod: lysosomal alpha-glucosidase (human) modulation | actives 0.006% (n = 240,000) | human spleen homogenate, 4-MU-alpha-glucoside fluorescence | Potency, µM (highest dose often 79.9 µM), for the others: at the highest dose activity change, negative = inhibition, most hits filed as inhibitors | AID 2112 | P10253;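 further: 0% = enzyme with vehicle and -100% = no enzyme basal signal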
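Compounds were titrated against alpha-glucosidase in spleen homogenate at pH 5.0, with 1 mM 4-methylumbelliferyl substrate for 40 min at 37 C. Reactions were quenched with pH 10 NaOH/glycine and fluorescence measured.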
GAA inh: alpha-glucosidase (human) inhibition | P10253 | purified human GAA, 4-MU-alpha-glucoside fluorescence | Potency, µM (top dose mostly 76.9 µM), for the others: at the top dose activity change, negative = inhibition, actives largely listed as inhibitors | actives 0.005% (n = 200,000) | AID 1466;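 further: plate controls were uninhibited enzyme wells for no effect and no-enzyme background for full effect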
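Human alpha-glucosidase, 4 nM, pre-mixed with test compounds before 400 uM 4-methylumbelliferyl substrate; 20 min room temperature at pH 5.0. Fluorescence read after pH 10 stop; AC50 values from Hill-equation fits.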
GAA glycogen: GAA glycogen-cleavage inhibition or activation; actives 0.38% (n = 300,000); recombinant GAA, glycogen substrate, Amplex Red glucose oxidase fluorescence; Potency, µM (titrated, usually from 76.4 µM), inactives show top-dose activity change, negative = inhibition, actives largely listed as inhibitors;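 further: 0% = full enzyme reaction and -100% = no-enzyme basal signal; the screen sought inhibitors and activators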
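Recombinant enzyme (4 nM final) with compounds titrated up to 77 uM and bovine liver glycogen (30 ug) in citrate pH 5.0, 0.01% Tween-20, 37 C 40 min. Released glucose detected by Amplex Red/glucose oxidase (Ex 573/Em 610); AC50 from Hill fits.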
IMPase Li cell: membrane-permeable IMPase blocker, potentiated with lithium; CHO-M1 cells, IP1 TR-FRET (IP-One), carbachol + lithium; Potency, µM (series often up to 59.4 µM), for inactives: at the top dose activity, negative = IMPase inhibition, hits mostly inhibitors; actives 0.35% (n = 210,000);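 further: IP1 builds up when IMPase is blocked and the TR-FRET signal falls; plate controls were basal vehicle for no effect and high inhibitor control for full effect; nearly all actives have a fitted effect of over 50% in size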
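CHO-M1, 2000 cells/well, 16–30 h culture; cpd + low Li+, 30 min 37C; lysis with d2-IP1/Eu-anti-IP1 Ab, 10 min RT; TR-FRET 665/620 ratio and 620 channel; AC50 via Hill.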
GoLoco inh red: blocks human Gai1 binding to RGS12 GoLoco peptide, red readout; actives 0.44% (n = 230,000); Potency, µM (highest dose often 61.6 µM), for inactives: at the top dose activity, negative = inhibition, actives largely listed as inhibitors; P63096; Gai1:RGS12 GoLoco peptide FP, rhodamine, 10 min; active means well fitted inhibition curve with a large enough effect, not every such curve was filed as active; inactive means no such curve, though single readings can be large or run the other way; further: on the % scale 0 is the no-effect control and ±100 the full control effect; nearly all actives have a fitted effect of over 30% in size; many of its hits are not listed in these tables
Target sequence (P63096 whole entry, looked up): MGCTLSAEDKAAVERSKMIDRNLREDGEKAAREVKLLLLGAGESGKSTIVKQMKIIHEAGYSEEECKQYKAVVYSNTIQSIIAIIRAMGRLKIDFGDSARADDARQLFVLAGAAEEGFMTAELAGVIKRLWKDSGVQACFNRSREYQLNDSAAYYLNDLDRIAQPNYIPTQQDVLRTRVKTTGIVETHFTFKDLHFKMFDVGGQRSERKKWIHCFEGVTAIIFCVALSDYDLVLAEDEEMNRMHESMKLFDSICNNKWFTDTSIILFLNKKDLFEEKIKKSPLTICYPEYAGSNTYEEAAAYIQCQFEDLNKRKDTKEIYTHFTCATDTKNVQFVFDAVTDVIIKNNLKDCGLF
The depositor's hits bear a star; & = joins results of further samples; ! = a repeat was not active; [ ] = dose if it differs, or a comment. Unless noted, the call rests on the fitted dose curve; in most records, active means well fitted curve in the direction sought with a large enough effect; inconclusive means small, poorly fitted or top-dose-only effect, or another doubt; inactive means no such curve, though single readings can be large; an effect the other way counts as inactive or inconclusive. Potency means the concentration at half of the fitted maximal effect.

Results for CCC(=O)N1CCN(c2ccc(NC(=O)c3c(F)c(F)c(OC)c(F)c3F)cc2)CC1 ?
HTT aggregate: 1.9%; HTT ATP protect: 18.8%[10 µM]; aGlu spleen mod: 0.7%; GAA inh: inconclusive; GAA glycogen: 3.3%; IMPase Li cell: 5.6%[38.3 µM]; GoLoco inh red: 6.4%

What do the screens show for `COCCNC(=O)Cc1cn(C)c2ccccc12`?
HTT aggregate: 9.3%; HTT ATP protect: -5.4%; aGlu spleen mod: 1.8%; GAA inh: 1.6%; GAA glycogen: -10.5%; IMPase Li cell: 30.8%[38.3 µM]; GoLoco inh red: -5.5%

Results for COc1cc(C2C3C(=O)N(Cc4ccccc4)C(=O)C3ON2c2ccccc2)cc(OC)c1OC (configuration not stated) ?
HTT aggregate: 14.3%; HTT ATP protect: -11.8%[0.074 µM]; aGlu spleen mod: -5.6%; GAA inh: -7.7%; GAA glycogen: -19.9%; IMPase Li cell: -11.8%[38.3 µM]; GoLoco inh red: 0.2%

What do the screens show for `COc1ccc(CNC(=O)C2COc3ccccc3O2)cc1` (configuration not stated)?
HTT aggregate: 13.4%; HTT ATP protect: -10.6%[10 µM]; aGlu spleen mod: -3.6%; GAA inh: 1.4%; GAA glycogen: 6.1%; IMPase Li cell: 16.2%; GoLoco inh red: -0.4%

Results for CCOC(=O)C1(C)/C(=N/Nc2cccc(Cl)c2)C(=O)C(=O)N1c1ccccc1 (configuration not stated) ?
HTT aggregate: 14.1%; HTT ATP protect: -25.8%; aGlu spleen mod: -4.2%; GAA inh: -7.5%; GAA glycogen: -17.6%; IMPase Li cell: -6.8%[38.3 µM]; GoLoco inh red: 1.9%

How did COCC1CCN(Cc2cn[nH]c2-c2ccc(OC)c(F)c2)C1 (configuration not stated) do in these assays?
HTT aggregate: -7.4%[9.22 µM]; HTT ATP protect: 5.6%[10 µM]; aGlu spleen mod: -6.0%; GAA glycogen: -2.8%; GoLoco inh red: -0.1%

Results for CS(=O)(=O)N1N=C(c2ccco2)CC1c1cccc([N+](=O)[O-])c1 (configuration not stated) ?
HTT aggregate: 9.4%[9.22 µM]; HTT ATP protect: 7.4%[10 µM]; aGlu spleen mod: 1.6%; GAA glycogen: -9.1%; GoLoco inh red: 5.6%

How did CSc1ccccc1NC(=O)Cn1nc([N+](=O)[O-])cc1C do in these assays?
HTT aggregate: -2.8%; HTT ATP protect: -34.7%; aGlu spleen mod: -1.3%; GAA inh: 5.3%; GAA glycogen: 0.4%; IMPase Li cell: 7.2%; GoLoco inh red: -0.8%

How did CN1CCN(CC(=O)n2c3c(c4ccccc42)CCCC3)CC1 do in these assays?
HTT aggregate: 10.5%; HTT ATP protect: -3.5%; aGlu spleen mod: 4.0%; GAA inh: 0.6%; GAA glycogen: -15.3%; IMPase Li cell: 15.3%[38.3 µM]; GoLoco inh red: 6.2%

What do the screens show for `CC(C)c1nnc(NC(=O)c2cc3cc(Br)ccc3oc2=O)s1`?
HTT aggregate: -5.4%[9.22 µM]; HTT ATP protect: -1.6%[10 µM]; aGlu spleen mod: 1.0%; GAA glycogen: 3.6%; GoLoco inh red: 3.7%

How did O=C(NCCCn1ccnc1)c1cccnc1 do in these assays?
HTT aggregate: 0.4%; HTT ATP protect: -0.1%[10 µM]; aGlu spleen mod: 0.3%; GAA inh: -2.6%; GAA glycogen: 6.4%; IMPase Li cell: -1.7%; GoLoco inh red: 8.1%

How did O=c1c(O)cccc2cc(O)c(O)c(O)c12 do in these assays?
HTT aggregate: 9.3%[9.22 µM]; HTT ATP protect: 16.2%[10 µM]; aGlu spleen mod: -1.7%&-2.1%; GAA inh: -7.7%; GAA glycogen: 14.1µM*; IMPase Li cell: 35.4%[activator]; GoLoco inh red: 3.98µM*!

Results for Cc1cc(NC(=O)c2ccc(Cl)cc2)n(CCOC(=O)c2ccc(Cl)cc2)n1 ?
HTT aggregate: -32.6%; HTT ATP protect: 10.0%[10 µM]; aGlu spleen mod: -10.6%; GAA inh: 1.2%; GAA glycogen: -7.4%; IMPase Li cell: 8.0%; GoLoco inh red: 18.3%

What do the screens show for `CC(=O)Nc1ccc(NC(=O)C(C)OC(=O)CNS(=O)(=O)c2cccc(Cl)c2)cc1` (configuration not stated)?
HTT aggregate: -5.3%; HTT ATP protect: -40.2%; aGlu spleen mod: -13.8%; GAA inh: 6.1%; GAA glycogen: 1.0%; IMPase Li cell: 5.1%; GoLoco inh red: 11.5%

How did CCOc1ncccc1C(=O)NCc1ccccc1F do in these assays?
HTT aggregate: 4.1%[9.22 µM]; HTT ATP protect: -17.6%; aGlu spleen mod: 2.5%; GAA inh: -2.8%; GAA glycogen: -2.0%; IMPase Li cell: 2.9%; GoLoco inh red: 11.1%

What do the screens show for `CCN1CCN(c2ncc(C(=O)N3CCCc4ccccc43)c3ccccc23)CC1`?
HTT aggregate: 1.4%; HTT ATP protect: -1.4%; aGlu spleen mod: -21.8%; GAA inh: 2.2%; GAA glycogen: 3.9%; IMPase Li cell: 30.0%[activator][38.3 µM]; GoLoco inh red: 9.1%

What do the screens show for `COC(=O)c1ccc(C(NC(=O)OCc2ccccc2)/C(=C/[C@@H](C)C(=O)NCc2ccc(S(C)(=O)=O)cc2)c2cccnc2)cc1` (some centres not stated)?
HTT ATP protect: -4.0%; aGlu spleen mod: 2.3%; IMPase Li cell: 9.0%; GoLoco inh red: 2.0%

Results for CCCCSc1cc(=O)n(-c2ccccc2)nc1C(=O)OCC ?
HTT aggregate: 5.9%; HTT ATP protect: 7.4%; aGlu spleen mod: -10.3%; GAA inh: -9.4%; GAA glycogen: 1.7%; IMPase Li cell: 12.5%[38.3 µM]; GoLoco inh red: 3.5%

How did CC(=O)Nc1sc(-c2ccc(Cl)cc2)nc1-c1ccccc1 do in these assays?
HTT aggregate: 3.1%[9.22 µM]; HTT ATP protect: 2.4%[10 µM]; aGlu spleen mod: -6.7%; GAA glycogen: 3.0%; GoLoco inh red: 0.3%

Results for COc1ccc(/C=C\c2cc(OC)c(OC)cc2CC[N+](C)(C)C)cc1OC ?
HTT aggregate: 16.5%[9.22 µM]; HTT ATP protect: 3.7%[10 µM]; aGlu spleen mod: 3.6%; GAA inh: inconclusive; GAA glycogen: 9.4%; IMPase Li cell: 13.9%; GoLoco inh red: 7.7%

What do the screens show for `CCOc1ccc(-n2c(SCC(N)=O)nnc2-c2cccnc2)cc1`?
HTT aggregate: -14.0%[9.22 µM]; HTT ATP protect: -4.1%[10 µM]; aGlu spleen mod: 3.8%; GAA glycogen: -2.5%; GoLoco inh red: 1.9%

What do the screens show for `CN(C(=O)COC(=O)COc1ccccc1F)C1CCS(=O)(=O)C1` (configuration not stated)?
HTT aggregate: -4.1%; HTT ATP protect: 34.9%; aGlu spleen mod: -1.2%; GAA inh: -5.0%; GAA glycogen: 9.3%; IMPase Li cell: -27.0%[38.3 µM]; GoLoco inh red: -1.6%

What do the screens show for `FC(F)(F)c1cc(-c2ccccc2)nc(NCc2cccs2)n1`?
HTT aggregate: -3.1%; aGlu spleen mod: -2.7%; GAA inh: -2.4%; GAA glycogen: -12.3%; IMPase Li cell: 11.6%; GoLoco inh red: -0.3%

Results for O=C(CSc1nnc(-c2cccs2)n1-c1ccccc1)NCc1ccco1 ?
HTT aggregate: -9.4%; HTT ATP protect: -14.5%[0.074 µM]; aGlu spleen mod: 0.3%; GAA inh: -8.1%; GAA glycogen: -9.2%; IMPase Li cell: 1.4%[38.3 µM]; GoLoco inh red: 1.7%

Results for Cc1n[nH]c(=S)n1-c1cccc(Cl)c1 ?
HTT aggregate: 8.5%; HTT ATP protect: -2.9%[10 µM]; aGlu spleen mod: -5.8%; GAA inh: 10.2%; GAA glycogen: 13.5%; IMPase Li cell: -12.4%; GoLoco inh red: 15.3%

How did CCCCCn1c(=O)c(Cc2ccccc2)c(O)c2ccccc21 do in these assays?
HTT aggregate: inconclusive; HTT ATP protect: 7.0%[10 µM]; aGlu spleen mod: -3.1%; GAA inh: 3.4%; GAA glycogen: -0.7%; IMPase Li cell: -0.1%; GoLoco inh red: 13.6%

What do the screens show for `CCCN(CCC)c1nc(Cl)nc(NCCN2CCOCC2)n1`?
HTT aggregate: 16.8%; HTT ATP protect: -18.8%; aGlu spleen mod: 5.0%; GAA inh: 1.7%; IMPase Li cell: 6.5%; GoLoco inh red: 6.7%

What do the screens show for `Cc1ccnc(-n2sc3ccccc3c2=O)n1`?
HTT aggregate: 22.7%[9.22 µM]; HTT ATP protect: -112.9%[inhibitor]; aGlu spleen mod: -7.2%; GAA inh: -7.2%; GAA glycogen: -3.9%; IMPase Li cell: 14.0%[38.3 µM]; GoLoco inh red: 14.1µM*

Results for N#Cc1cc2c(nc1SCc1ccccc1)CCCCC2 ?
HTT aggregate: 10.5%; HTT ATP protect: -22.3%; aGlu spleen mod: -2.8%; GAA inh: -16.2%; GAA glycogen: 3.5%; IMPase Li cell: 20.0%[38.3 µM]; GoLoco inh red: -1.5%

What do the screens show for `O=C(O)[C@@H](c1ccccc1)[C@@H](C(=O)O)c1ccccc1`?
HTT ATP protect: -7.9%[10 µM]; IMPase Li cell: 3.0%; GoLoco inh red: 3.4%[14.2 µM]

What do the screens show for `CC(=O)OC1CC(n2ccc(NC(=O)c3ccccc3)nc2=O)OC1CO` (configuration not stated)?
HTT aggregate: 23.3%; HTT ATP protect: 15.4%; aGlu spleen mod: 5.1%; GAA inh: 3.8%; GAA glycogen: -1.2%; IMPase Li cell: 6.9%[38.3 µM]; GoLoco inh red: -12.4%

What do the screens show for `Cc1cccc(NC(=O)C2CCN(c3nccc(C)n3)CC2)c1`?
HTT aggregate: 12.4%; HTT ATP protect: -14.0%; aGlu spleen mod: 6.0%; GAA inh: -1.4%; GAA glycogen: -7.6%; IMPase Li cell: -14.3%[38.3 µM]; GoLoco inh red: -5.0%

Results for Nc1nnnn1/N=C/c1cc(Cl)cc(Cl)c1OCc1ccc(Cl)cc1Cl ?
HTT aggregate: -15.4%; HTT ATP protect: 4.0%[10 µM]; aGlu spleen mod: -5.4%; GAA inh: 3.1%; GAA glycogen: 1.6%; IMPase Li cell: 32.5%[activator][38.3 µM]; GoLoco inh red: -4.0%

What do the screens show for `Cc1nc(CCNC(=O)COc2ccccc2)cs1`?
HTT aggregate: inconclusive; HTT ATP protect: 3.0%; aGlu spleen mod: 5.1%; GAA inh: inconclusive; GAA glycogen: -2.0%; IMPase Li cell: 16.1%[38.3 µM]; GoLoco inh red: 13.1%

These rows are one share of the data; count on the stated rates, not on these rows.
